High-throughput results as filed in PubChem BioAssay.
Nrf2 activator: activates Nrf2 signaling; 410,000 compounds, 0.31% hits; AID 624171; AREc32 ARE-luciferase reporter (MCF7-derived line), luminescence, 24 h; Potency, µM (highest dose often 46.1 µM), without a hit: top-dose activation, hits mostly activators; note: potency is the fitted concentration of half-maximal effect; % of control where 0% means no effect; nearly all actives have a fitted effect of over 65% in size
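AREc32 cells carrying an ARE-driven firefly luciferase, 1000 cells/well in OPTI-MEM with 5% FBS, dosed after overnight attachment and incubated 24 hr at 37 deg C. Steady-Glo luminescence read after 30 min at RT.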
MCF10A rereplic: induces DNA re-replication in MCF 10a normal breast cells; MCF 10A DNA re-replication, Hoechst nuclear intensity, 48 h; Potency, µM (top dose mostly 46.1 µM), for the others: top-dose activity, positive = re-replication, most hits filed as activators; 350,000 compounds, 2.9% hits; note: potency is the fitted concentration of half-maximal effect; % of control where 0% means no effect; nearly all actives have a fitted effect of over 50% in size
TGFb inhibitor: TGF-b pathway inhibition; HepG2 CAGA-GFP TGF-b/SMAD3 reporter, GFP fluorescence, 18 h; TGF-beta stimulated, 500 pg/mL final; Potency, µM (doses to about 46.1 µM), for the others: at the top dose activity, negative = inhibition, usual class: inhibitors; 410,000 compounds, 1.2% hits; note: potency is the fitted concentration of half-maximal effect; % is set by controls: 0 for no effect and ±100 for the full control effect; nearly all actives have a fitted effect of over 65% in size
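HEPG2 CAGA-GFP reporter cells (1000/well, DMEM with 1% FBS) received compounds, then recombinant TGF-beta at 500 pg/mL final for 18 hours at 37 degrees C. Per-cell GFP summed per well was normalised to unstimulated and stimulated DMSO controls before curve fitting.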
HepG2 tox: kills HepG2 cells in TGF-b inhibitor counter-screen. HepG2 CAGA-GFP viability, ATP luminescence, 18 h. Potency, µM (doses to about 46.1 µM), inactives show at the top dose activity change, negative = cytotoxicity, hits mostly cytotoxic. 410,000 compounds, 0.76% hits. AID 588856; note: potency is the fitted concentration of half-maximal effect; some results filed as inactive show a strong effect at the top dose
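HepG2 CAGA-GFP cells (1000/well, DMEM with 1% FBS) received compound, then TGF-beta at 500 pg/mL final, and were incubated 18 hours at 37 degrees C. Viability was read by CellTiter-Glo luminescence. Media-only wells were set as complete cell-killing and DMSO as no toxicity.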
Nrf2 block: inhibitors of Nrf2 signaling; 360,000 compounds, 2.1% hits; A549 ARE-Fluc reporter, luciferase luminescence, 18-24 h; Potency, µM (series often up to 46 µM), inactives show at the top dose activity change, negative = inhibition, most hits filed as inhibitors; note: potency is the fitted concentration of half-maximal effect; % is set by controls: 0 for no effect and ±100 for the full control effect; nearly all actives have a fitted effect of over 60% in size
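Concentration-response testing used A549 ARE_Fluc cells at 5000 cells/well. Following an 18-24 h compound incubation, viability was read by fluorescence (Ex 405/Em 525) and luciferase output by luminescence.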
IL1B secr inh: inflammasome signaling inhibition, IL-1 beta readout. THP-1 LPS/ATP IL-1B secretion, AlphaLISA, 16 h; active compounds read low. AID 743279. activity change, % at 57.5 µM. 360,000 compounds, 4.7% hits; in the data active = activity change below about -50%; inconclusive = mostly about -30% to -49%; note: % is set by controls: 0 for no effect and ±100 for the full control effect
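THP-1 cells pretreated 1 hr with compounds (up to 57.5 uM final), then stimulated with LPS (250 ng/mL final) plus ATP (1.25 mM final); secreted IL-1B measured by AlphaLISA after 16 hr, decreased signal indicating inhibition.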
A549 tox: kills or reduces viability of A549 cells in Nrf2 counter-screen | A549 ARE-Fluc cells, CellTiter-Fluor viability, 18-24 h | Potency, µM (titrated, usually from 46 µM), inactives show at the top dose activity change, negative = cytotoxicity, most hits filed as inhibitors | 390,000 compounds, 0.16% hits; note: potency is the fitted concentration of half-maximal effect; % is set by controls: 0 for no effect and ±100 for the full control effect
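A549 ARE-Fluc cells in 5% FBS OPTI-MEM, 5000 cells/well, rested 2 h then exposed to compounds in concentration-response for 18-24 h at 37 °C. Viability by CellTiter-Fluor fluorescence (Ex 405/Em 525) after 30 min; luciferase luminescence (BugLite, 15 min, RT) read afterwards.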
ATXN2 expr inh: inhibitors of ATXN2 expression. Potency, µM (titrated, usually from 57 µM), inactives show top-dose activity change, negative = inhibition, most hits filed as inhibitors. HEK-293 ATXN2-luciferase reporter, luminescence, 24 h. 360,000 compounds, 0.72% hits; note: potency is the fitted concentration of half-maximal effect; % is set by controls: 0 for no effect and ±100 for the full control effect; nearly all actives have a fitted effect of over 55% in size
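qHTS (up to 57 uM final) was run with 24 h compound exposure of reporter cells at 37 °C. Each well was multiplexed: SteadyGlo luminescence measured ATXN2-luciferase expression after a fluorogenic Gly-Phe-AFC viability readout (25 uM final).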
S2 tox: reduces viability in counter-screen for ATXN expression inhibitors; 400,000 compounds, 0.49% hits; AID 651635; Potency, µM (highest dose often 56.7 µM), hits mostly cytotoxic; S2 cells (HEK-293 line with an ATXN2-luciferase reporter) viability, CellTiter-Fluor protease fluorescence, 24 h; note: potency is the fitted concentration of half-maximal effect; nearly all actives have a fitted effect of over 40% in size
* = called active by the depositor; i = inactive; ? = inconclusive; . = no result given; [ ] = another dose, or the depositor's remark. Unless noted, calls come from the whole dose curve; as a rule, active = well fitted curve in the direction sought with a large enough effect; inconclusive = small, poorly fitted or top-dose-only effect, or another doubt; inactive = no such curve, though single readings can be large; an effect the other way counts as inactive or inconclusive.

SMILES	HepG2 tox	MCF10A rereplic	TGFb inhibitor	Nrf2 activator	Nrf2 block	S2 tox	IL1B secr inh	ATXN2 expr inh	A549 tox
O=c1[nH]c(SCc2ccccc2)nc2c1sc1ccccc12	-1%	0%	0%	0.4%	?	i	23	-19%	-6%
COC(=O)c1cc2oc(C)cc2n1Cc1cc(C)ccc1C	116%	.	128%[activator]	0.4%	4%	i	.	1%	14%
O=C(CCNC(=O)c1ccccc1Cl)Nc1ccc2c(c1)OCCO2	-13%	.	-4%	-0.3%	.	i	-13	.	.
CCOC(=O)C1=C(N)Oc2cc(O)ccc2C1c1cccc(Cl)c1 (stereo not given)	3%	5.8µM*	20µM*	-0.1%	-30%	i	5	-15%	-25%
Cc1ccccc1OCC(=O)N/N=C/c1c(C)nn(-c2ccccc2)c1Cl	-15%	2%	-14%	-0.3%	0%	i	7	13%	0%
COc1ccc2c(c1)c1c(c(=O)n(CCc3ccccc3)c(=O)n1Cc1ccc(Cl)cc1)n2C	2%	.	-3%	-0.1%	?	i	.	14%	1%
CCOc1ccccc1C1CC(c2cccs2)=NN1S(C)(=O)=O (stereo not given)	9%	2%	16%	2.5%	?	i	-17	8%[11.3 µM]	14%
Cc1cc(O)ccc1Nc1nc(-c2cccnc2)cs1	6%	9%	-13%	?	?	i	-1	71%[activator]	7%
O=C(NCCC1=CCCCC1)C1CCN(c2nnc(-n3cccc3)s2)CC1	29%	20%	2%	-0.7%	-14%	i	-5	1%	-6%
CCOC(=O)C1=C[C@@H](C(C)(C)C)N(S(=O)(=O)c2ccc(OC)cc2)[C@H]1c1ccccc1	-20%	.	11µM*	24%	.	i	-22	-9%	.
CCc1ccc(NC(=O)Cn2c3ncccc3c(=O)n2-c2ccc(C)c(C)c2)cc1	0%	.	-5%	2.9%	?	.	.	.	10%
Cc1cc(C(=O)NNC(=O)C(C)NS(=O)(=O)c2ccccc2F)c(C)o1 (stereo not given)	0%	15%	7%	0.3%	-5%	i	2	3%	-1%
C#Cc1ccc(CN2CCC(Oc3ccc(C(=O)NCc4ccccn4)cc3)CC2)cc1	-8%	?	11%	-0.1%	?	i	-6	-14%	-14%
CCC(C)NS(=O)(=O)c1ccc(NC(=O)c2c(-c3ccccc3)noc2C)cc1 (stereo not given)	6%	3%	?	-0.4%	-1%	i	-1	-1%	0%
CCOc1cc(CNCCCN2CCOCC2)cc(Br)c1OCC(=O)Nc1cccc(C(F)(F)F)c1	18µM*	?	?	-5.5%	2%	.	-22	22µM*	-10%
Cc1[nH]c(C)c(S(=O)(=O)Nc2ccc(F)cc2Cl)c1C(=O)N1CCCC1	-4%	3%	15%	-0.2%	2%	i	14	11%	2%
COC(=O)c1ccc(NC(=O)CN2C(=O)c3cccc4cccc2c34)cc1	-54%	.	-6%	-0.5%	0%	i	.	0%	-3%
O=C(Nc1ccccn1)c1ccc(S(=O)(=O)N2CCCC2)cc1	7%	?	10%	3.6%	3%	i	-3	-1%	-4%
O=c1c2sccc2nc(SCc2cc(=O)n3cc(Cl)ccc3n2)n1-c1ccc(F)cc1	-11%	-4%	?	-0.6%	0%	i	30	-3%	-1%
Cc1cccn2c(=O)c3cc(S(=O)(=O)c4ccccc4)c(=N)n(Cc4ccc(F)cc4)c3nc12	-11%	?	-4%	-0.5%	6%	i	8	1%	0%
Cc1cc(C)nc(NS(=O)(=O)c2ccccc2)n1	-13%	?	2%	0.5%	9%	i	4	5%	3%
c1ccc(OCc2nc(-c3ccncc3)no2)cc1	5%	0%	31%[activator]	3.4%	5%	i	-15	30%	-6%
COC(=O)c1cc(OC)c(OC)cc1NCC(=O)Nc1ccc(OC)c(OC)c1	-8%	9%	-7%	0.2%	?	i	7	-7%	-2%
O=C(c1ccc(CS(=O)Cc2ccc(Cl)cc2)o1)N1CCN(c2ccccc2F)CC1 (stereo not given)	-2%	1%	-21%	0.1%	-13%	i	?	-35%	6%
CCOc1ccccc1C1NC(=O)c2ccccc2O1 (stereo not given)	16%	-4%	6%	0.1%	-7%	i	30	5%	2%

Next section; it opens with the 2 that closed the last part.
SMILES	HepG2 tox	MCF10A rereplic	TGFb inhibitor	Nrf2 activator	Nrf2 block	S2 tox	IL1B secr inh	ATXN2 expr inh	A549 tox
O=C(c1ccc(CS(=O)Cc2ccc(Cl)cc2)o1)N1CCN(c2ccccc2F)CC1 (stereo not given)	-2%	1%	-21%	0.1%	-13%	i	?	-35%	6%
CCOc1ccccc1C1NC(=O)c2ccccc2O1 (stereo not given)	16%	-4%	6%	0.1%	-7%	i	30	5%	2%
CSCCC(NC(N)=O)C(=O)Nc1cccc(C#N)c1 (stereo not given)	-29%	0%	-9%	-0.1%	1%	i	21	1%	1%
CCc1nnc(NC(=O)CCC(=O)N2CCN(Cc3ccc(C)cc3C)CC2)s1	-20%	1%	-4%	4.1%	-2%	i	33	-1%	1%
CCc1ccc(OCc2n[nH]c(=S)n2Cc2ccccc2)cc1	-28%	-1%	?	0.0%	-3%	i	17	-12%	0%
COc1ccc(/C=C2/C(=O)N=C(N)N2C)cc1OC	1%	8%	-3%	2.3%	13%	i	-6	12%	-11%
O=C(NCCNC(=O)c1ccccc1)c1ccccc1	1%	1%	-7%	-0.7%	-15%	i	3	-4%	-2%
Cc1cccc(C)c1NC(=O)[C@@]1(CC(=O)O)CC(/C=C/c2ccccc2)=NO1	4%	1%	8%	0.1%	11%	i	29	-4%	-4%
Cc1c(NC(=O)C(C)Oc2cccc(Cl)c2)c(=O)n(-c2ccccc2)n1C (stereo not given)	8%	-3%	-18%	-1.2%	5%	i	-4	1%	6%
CC(C)c1nnc(NC(=O)CCC(=O)NC2CCCCCC2)s1	2%	0%	5%	0.5%	8%	i	10	2%	0%
CCCn1nc2cc(C(=O)NCc3ccccc3)ccc2c1OCC	-73%	?	1%	-0.1%	-21%	i	0	-3%	-1%
CCc1ccccc1Nc1nn2c(=O)c3ccc(C(=O)NCc4ccc(C)cc4)cc3nc2s1	-22%	.	-13%	-0.6%	13%	?	.	?	1%
COc1ccc(-c2[nH]ncc2CN2CCCOc3c(cccc3OC)C2)c(OC)c1	-10%	-8%	19%	-0.7%	7%	i	-19	2%	-1%
Cc1nc2sc(C(c3ccc(F)cc3)N3CCN(C(=O)c4ccco4)CC3)c(O)n2n1 (stereo not given)	-2%	-4%	2%	-0.3%[9.22 µM]	?	i	-3	-6%	-1%
CN(CCCNC(=O)Cn1cccc1C(=O)c1ccccc1)C1CCCCC1	1%	-2%	6%	-0.9%	11%	i	0	-27%	0%
CCCCSCCCNC(=O)C1CCC(CNS(=O)(=O)c2ccc(NC(C)=O)cc2)CC1 (stereo not given)	4%	5%	-8%	0.2%	13%	i	9	0%	7%
CC(C)NC(=O)c1onc(CSc2ccc(F)cc2)c1C(=O)NC(C)C	-1%	1%	14%	-0.9%	?	i	0	5%	1%
COc1cc(NC(=S)N2c3ccccc3CC2C)cc(OC)c1 (stereo not given)	1%	13%	?	0.2%	-3%	i	31	5%	-3%
CC1(C(=O)NS(=O)(=O)c2cccc(OC(F)F)c2)CCN1C(=O)Cc1ccccc1 (stereo not given)	-5%	.	2%	-0.1%	.	i	16	-1%	.
Cc1cc(S(=O)(=O)NCc2cccs2)ccc1-n1cnnn1	-1%	0%	-3%	0.1%	-5%	i	-15	0%	-2%
Nc1ccccc1C(=O)C[C@H](N)C(=O)O	2%	-13%	-9%	-0.9%	-3%	i	8	2%	-4%
CC(=O)c1cccc(NS(=O)(=O)c2cccc(S(=O)(=O)c3ccc(Br)cc3)c2)c1	5%	.	?	-1.3%	?	?	.	?	-16%
O=C(CCCCCn1c(=S)[nH]c2ccccc2c1=O)NCc1ccc2c(c1)OCO2	-6%	-2%	-27%	2.8%	-17%	i	-19	-2%	-13%
CSCCC(C(=O)Nc1c(C)cccc1C)N(C)CCc1ccccc1 (stereo not given)	-2%	.	-6%	-0.5%	.	i	-2	0%	.
CCn1c(C)c(C2N3CC4(C)CN2CC(CC)(C3)C4=O)c2ccccc21 (stereo not given)	3%	.	-27%	2.0%	28%	i	.	13%	9%
CCNC(=S)N/N=C/c1cn(Cc2ccc(F)cc2)c2ccccc12	-2%	?	?	5.4%	2%	?	-9	?	-4%
Cc1nn(-c2ccccc2)c(C)c1NC(=O)COC(=O)C1CC(=O)N(CCc2ccccc2)C1 (stereo not given)	14%	-1%	5%	-0.6%	13%	i	8	10%	-16%
COc1ccc(N2CCN(C(=O)CCCOc3cc(=O)n(C)c4ccccc34)CC2)cc1	-15%	16%	12%	5.4%	-12%	?	5	19%	-4%
C=CCN1C(=O)c2ccc(C(=O)N3CCN(S(=O)(=O)c4cccc([N+](=O)[O-])c4)CC3)cc2C1=O	-9%	3%	-17%	-0.6%	0%	?	2	9%	0%
CCCc1nn2c(=O)cc(CSCC(=O)Nc3nnc(C(C)C)s3)nc2s1	6%	-35%[inhibitor]	-4%	-0.7%	1%	i	3	-7%	1%

The order is random. Share with any hit: about 8.8%.
